High-throughput results as filed in PubChem.
PRMT1 FP inh: PRMT1 methyltransferase inhibitors, primary screen, biochemical, fluorescence polarization; inhibition, % at 2.79 µM; recombinant PRMT1, activity-based probe fluorescence polarization; Protein arginine N-methyltransferase 1 (Homo sapiens), Q99873; 370,000 tested, 1.3% active; AID 652257, 2013;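 active = inhibition above about 21% made by adding two undisclosed values, limit read from the data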
TDP2 absorb: human TDP2 enzyme inhibitors, primary screen, biochemical, epi absorbance, recombinant enzyme | 370,000 tested, 0.34% active | T5PNP hydrolysis, p-nitrophenol absorbance 415 nm | AID 720702, 2013 | inhibition, % at 12.8 µM;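 active = inhibition above the mean of all tested compounds plus 3 SD, set per campaign, cut at about 25% in these data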;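 note: 0% = DMSO with enzyme and 100% = buffer with substrate but no TDP2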
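Read-out basis: percent inhibition. System: recombinant human TDP2. Buffer or medium: Mg2+-containing Tris-HCl buffer, pH 7.5. Repeats: single replicate. Timing: reaction 2 h, 37 °C. Benchmarks: high control without enzyme, low control DMSO plus TDP2. Probe or stimulus: 5 mM T5PNP. Doses: 12.8 µM only. Measured by: epi absorbance of p-nitrophenol freed from T5PNP by hydrolysis.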
NPR2 activator: human GC-B receptor activators, primary screen, HEK293 GC-B cells, cGMP TR-FRET, EC30 CNP | activation, % at 10 µM | 370,000 tested, 0.11% active | 0% at EC30 CNP, 100% saturating CNP | AID 1920062, 2024;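 active = activation at 10 µM reaching about 35% in either raw or pattern-adjusted values, limit read from the data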
SIAE primary: human SIAE inhibitors, primary screen, biochemical, fluorescence polarization, FP-Rh probe, 1536-well HTS; Sialate O-acetylesterase (Homo sapiens), Q9HAT2; SIAE FP-Rh probe binding; inhibition, % at 9.66 µM; 370,000 tested, 0.69% active; AID 1053197, 2014;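 active = inhibition above a cutoff: mean of compounds within the control limits plus 3 SD of those, cut at about 17% in these data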;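 note: 0% = plate median of compound wells and 100% = probe without SIAE protein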
LEDGF integ inh: blockers of LEDGF/p75-dependent integrase strand transfer – biochemical, TR-FRET, high throughput, primary screen. HIV-1 integrase (with human LEDGF/p75). TR-FRET IN-LEDGF/p75 DNA integration, Eu/Cy5. inhibition, % at 3.7 µM. 370,000 tested, 0.64% active;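 active = inhibition above the screen-wide mean plus 3 SD, cut at about 13% in these data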;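 note: signal is the Cy5 over europium emission ratio at 671 and 618 nm; 0% = plate median of compound wells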
ABHD4 inh: ABHD4 inhibitors, primary screen, biochemical, fluorescence polarization, mouse. purified mABHD4, FP-Rh probe fluorescence polarization. 370,000 tested, 0.54% active. inhibition, % at 8.92 µM. (Lyso)-N-acylphosphatidylethanolamine lipase (Mus musculus), Q8VD66. AID 720543, 2013;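 active = inhibition exceeding the mean over every tested compound plus 3 SD, cut at about 30% in these data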;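 note: 0% = plate median of compound wells and 100% = S159A mutant with DMSO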
Target sequence (Q8VD66 whole entry, looked up): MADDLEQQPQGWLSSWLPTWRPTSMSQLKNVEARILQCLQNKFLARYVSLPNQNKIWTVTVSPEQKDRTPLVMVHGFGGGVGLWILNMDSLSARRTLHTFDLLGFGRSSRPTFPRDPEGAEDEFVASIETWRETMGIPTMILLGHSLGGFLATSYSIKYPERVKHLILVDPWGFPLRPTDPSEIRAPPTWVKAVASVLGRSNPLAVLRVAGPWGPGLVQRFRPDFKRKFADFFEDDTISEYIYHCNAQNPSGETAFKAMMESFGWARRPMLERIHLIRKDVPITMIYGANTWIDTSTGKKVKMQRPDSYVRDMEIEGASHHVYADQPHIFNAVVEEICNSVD
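Doses – 8.92 µM, single dose · Material – wild-type mouse ABHD4 protein · Replication – single well per compound (singlicate) · Measure – percent inhibition of probe binding, normalized to plate controls · Schedule – 45 min compound pre-incubation plus 60 min probe step, 25 °C · Detection – fluorescence polarization with parallel and perpendicular emission, 525/598 nm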
HTRA1 inhibitor: HTRA1 serine protease inhibitors, primary screen, biochemical, fluorescence polarization, HTS | inhibition, % at 5.96 µM | 340,000 tested, 0.5% active | AID 504803, 2011 | Q92743 | recombinant HTRA1, FP-rhodamine activity-based probe; in the data active = inhibition above about 36%;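 note: 0% = enzyme with DMSO and 100% = wells lacking enzyme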
TCR CD3 inh: inhibitors of human TCR-CD3 interaction, primary screen, biochemical, fluorescence, TAMRA-labeled TCR probe. 360,000 tested, 0.37% active. T-cell receptor (TCR). inhibition, % at 9.4 µM; in the data active = inhibition above about 19%;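 note: recombinant mutant TCR 2C K166C tagged with TAMRA read by polarization; 0% = receptor in buffer alone and 100% = receptor with positive control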
rCAG RNA binder: binders of r(CAG) RNA repeats, primary screen, biochemical, fluorescence. r(CAG) RNA repeat, TO-PRO-1 dye displacement fluorescence. 370,000 tested, 1.3% active. AID 651821, 2012. inhibition, % at 3 µM;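 active = inhibition above the plate cutoff, the mean of all test compounds on that plate plus 3 SD, cut at about 35% in these data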;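 note: 0% = DMSO alone and 100% = 100 µM mitoxantrone as full dye displacement; higher means more dye released from RNA so lower well fluorescence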
MBD2 DNA inh: inhibitors of MBD2 binding to methylated DNA, primary screen, biochemical, TR-FRET, DNA-binding domain, human. inhibition, % at 4.4 µM. AID 686964, 2013. MBD2 binding to methylated oligonucleotide. 370,000 tested, 0.31% active; in the data active = inhibition above about 13%
Target sequence (Q9UBB5 whole entry, looked up, the tested form may be a part): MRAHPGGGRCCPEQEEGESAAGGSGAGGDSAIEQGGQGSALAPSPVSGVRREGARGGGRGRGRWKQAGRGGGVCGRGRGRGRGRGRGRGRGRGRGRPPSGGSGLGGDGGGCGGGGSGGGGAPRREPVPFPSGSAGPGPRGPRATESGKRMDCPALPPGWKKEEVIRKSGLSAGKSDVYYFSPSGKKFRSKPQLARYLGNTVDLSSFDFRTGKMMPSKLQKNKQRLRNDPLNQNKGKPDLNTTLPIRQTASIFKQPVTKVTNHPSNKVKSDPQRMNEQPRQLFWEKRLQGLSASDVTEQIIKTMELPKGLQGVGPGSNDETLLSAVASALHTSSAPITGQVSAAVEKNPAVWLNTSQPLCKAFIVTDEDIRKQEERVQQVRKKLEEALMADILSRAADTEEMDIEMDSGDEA
An asterisk follows results filed as active; . = not tested or not shown. An excerpt, so the mix of outcomes need not match the whole.

Results follow in this order: PRMT1 FP inh	TDP2 absorb	NPR2 activator	SIAE primary	LEDGF integ inh	ABHD4 inh	HTRA1 inhibitor	TCR CD3 inh	rCAG RNA binder	MBD2 DNA inh
CN(C)S(=O)(=O)c1ccc(C(=O)OCC(=O)NCc2ccccc2)cc1
 : 2	-2	1	0	-7	6	6	-9	-4	-2
COC(=O)c1nc2n(n1)C(c1cccc(Cl)c1)C1=C(CC(C)(C)CC1=O)N2 (stereo unspecified)
 : -2	-5	-15	-1	3	-1	0	-1	2	-1
Cn1nccc1C(=O)N/N=C/c1cccnc1
 : -3	9	3	0	-2	1	3	-2	0	-4
N#Cc1ccsc1NC(=O)c1ccccn1
 : 0	5	-7	3	-3	6	-1	-1	-3	7
Cc1cc(N2CCCCC2)c(F)cc1[N+](=O)[O-]
 : 1	0	1	2	1	6	-1	4	1	2
COCCNS(=O)(=O)c1ccc(OCC(=O)OC)c(Cl)c1
 : 1	-6	3	0	1	0	-2	3	-2	1
COc1ccc(CNC(=O)O[C@H]2Cn3c(=O)ccc(=O)n3[C@@H]3CN(S(=O)(=O)c4ccc(C)cc4)C[C@]23O)cc1OC
 : 1	1	-1	-6	1	8	1	3	2	-2
CCOC(=O)N1CCN(C(=O)CN(c2ccccc2OC)S(=O)(=O)c2ccc(OC)cc2)CC1
 : 2	0	-2	1	1	-2	2	3	-8	3
CCOC(=O)c1c(NC(=O)C2CCCCC2C(=O)O)sc2c1CCCCC2 (stereo unspecified)
 : 2	10	-5	-1	6	8	-8	-3	45*	-5
COc1ccc(-c2cccc(CCC(=O)N3CCN(c4cc(C)ccc4C)CC3)c2)cc1
 : 4	-6	4	-8	0	-10	-35	8	5	-2
O=S1(=O)CCOCCCN1Cc1cccc(C(F)(F)F)c1
 : 1	-2	0	2	1	-6	3	-1	7	-3
COc1cccc(CNC(=O)CCCn2c(=S)[nH]c3cc4c(cc3c2=O)OCO4)c1
 : -8	-2	-5	-9	1	-1	-5	1	0	4
COc1ccc(CCN=C(N)NS(=O)(=O)c2cc(F)ccc2OC)cc1
 : 1	5	5	0	-3	-1	1	-6	-2	-3
C/C(CC(=O)Nc1cc(C)ccn1)=N\NC(=O)c1cccc(C)c1O
 : 0	-7	-3	4	-1	11	33	35*	13	-1
O=C(CSc1ccc2nnc(-c3ccncc3)n2n1)Nc1nccs1
 : 1	6	3	-5	0	13	0	6	-3	6
COc1ccc2cc(C(=O)N3CCCC(Nc4ccc(F)cc4)C3)n(C)c2c1 (stereo unspecified)
 : -1	-17	5	3	0	-4	0	9	1	-2
COc1cc(S(=O)(=O)N2CCCCC2)ccc1NC(C)=O
 : 2	-2	-2	-2	1	4	-3	-3	2	-4
CCN1CCN(CCNC(=O)c2ccc3c(c2)N(Cc2ccc(F)cc2)C(=O)c2ccccc2S3=O)CC1 (stereo unspecified)
 : -2	18	4	-8	-1	-4	-4	-3	-4	2
Cc1cccc(OC(=O)Cn2c(C(F)(F)F)nc3ccccc32)c1
 : 3	-11	6	9	-1	5	-9	-6	-6	2
COc1ccc(C(=O)NCCS(=O)(=O)N2CCOCC2)cc1
 : -4	0	-4	-5	6	-3	0	-11	-2	-5
COc1cc(F)c(C2=CC(=O)CC(C)(C)C2)cc1F
 : -4	13	-2	5	4	12	-3	3	-1	-2
COc1ccc(Cl)cc1NS(=O)(=O)c1cccc(C(=O)NCCCN2CCOCC2)c1
 : -1	-5	3	-4	3	7	-3	-8	4	2
Cc1nn(Cc2c(F)cccc2Cl)c(=O)c2ccccc12
 : -5	-6	4	-3	5	-4	-5	7	-1	2
CCOc1ccsc1C(=O)O
 : -4	-2	6	10	-2	-2	-5	2	-1	-2
CCSc1nc(O)cc(=O)n1-c1ccc(OC)cc1
 : 0	-15	-5	2	3	-1	-11	-1	8	3
Cc1ccc(Cc2ccccc2C(=O)O)cc1
 : -2	13	0	3	2	2	-3	2	3	-1
O=C(c1[nH]c(C(F)(F)F)nc1-c1ccccc1)N1CCN(c2ccccn2)CC1
 : -5	8	3	2	1	-3	.	3	3	-3
COC(=O)c1ccc(C(c2c(C)[nH][nH]c2=O)c2c(C)[nH][nH]c2=O)cc1
 : 0	-5	3	-1	3	5	1	-1	3	-5
CC(=O)c1cc(C#N)c(SCC(=O)C(C)(C)C)nc1C
 : -1	-8	7	2	1	-1	-7	9	1	-2
CCOC(=O)c1[nH]c2ccc(Br)cc2c1NC(=O)CCN1CCC(C)CC1
 : 2	-1	-10	1	-2	-6	-4	-3	-8	-1

TCR CD3 inh, entries above that show a hit
canonical_smiles,PRMT1 FP inh,TDP2 absorb,NPR2 activator,SIAE primary,LEDGF integ inh,HTRA1 inhibitor,TCR CD3 inh,MBD2 DNA inh
C/C(CC(=O)Nc1cc(C)ccn1)=N\NC(=O)c1cccc(C)c1O,0,-7,-3,4,-1,33,35*,-1

(next part)
Results follow in this order: PRMT1 FP inh	TDP2 absorb	NPR2 activator	SIAE primary	LEDGF integ inh	ABHD4 inh	HTRA1 inhibitor	TCR CD3 inh	rCAG RNA binder	MBD2 DNA inh
Cc1c(C(=O)NCc2ccccc2C(F)(F)F)sc(=O)n1Cc1cccc(C(F)(F)F)c1
 : 5	2	7	-18	4	-38	.	-7	-2	8
O=C(CSc1nnc(CNc2cccc(Cl)c2)o1)OC1CCCCC1
 : 1	-12	-7	-1	-3	-4	-16	-6	-6	-1
CCCn1c(SCC(=O)Nc2ccc3c(c2)OCO3)n[nH]c1=O
 : -1	-7	-1	4	0	6	6	0	1	6
CSc1ccc(CN2CCC(C)(Oc3ccc(-n4ccnc4)cc3)C2)cc1 (stereo unspecified)
 : -7	-3	-3	11	0	3	.	-1	0	-3
CCC(NC(=O)OCc1ccccc1)C(=O)Oc1ccc2ccc(=O)oc2c1 (stereo unspecified)
 : -6	9	-3	0	1	4	8	5	-8	-1
COC(=O)C1=C(C)N(Cc2ccccc2)C(=S)N[C@H]1c1ccccc1
 : 2	-13	-7	7	0	-11	-17	-6	0	2
CC(C)(C)OC(=O)NCCc1nnc(SCc2ccccc2)o1
 : -2	19	0	1	-1	-3	.	5	-8	-3
CC1=C(C(=O)OCC(C)C)C(c2ccc(F)cc2)NC(=O)N1 (stereo unspecified)
 : -1	1	-1	3	4	8	-2	1	-6	2
O=S(=O)([O-])C/C(=C\c1ccc(Cl)cc1)c1cc[n+](CCO)cc1
 : -4	6	4	1	4	1	4	7	-1	-4
O=[N+]([O-])c1ccc(S(=O)(=O)Nc2ccc(-c3ccc(N4CCCC4)nn3)cc2)cc1
 : 2	7	-7	3	-2	22	4	3	25	6
CCc1nc(C)ccc1OCC(=O)NCCCN(C)C
 : -3	19	3	20*	2	17	9	8	3	-1
CCOc1ccc(S(=O)(=O)N/N=C(\C)c2ccc(OC)cc2OC)cc1
 : -1	2	9	-5	0	3	-1	-6	1	1
Cc1ccc(S(=O)(=O)N2CCOCC2)cc1NC(=O)C(c1ccc(Cl)cc1)C(C)C (stereo unspecified)
 : 0	2	1	2	1	-6	-35	0	0	5
CC(=O)N1CCN(C(=O)c2cccc(S(=O)(=O)N3c4ccccc4CC3C)c2)CC1 (stereo unspecified)
 : 1	2	2	-7	-3	1	3	6	4	1
COc1cccc(NC(=O)N2CCCC2C(=O)NCc2ccccc2F)c1 (stereo unspecified)
 : -1	10	1	-1	0	4	-2	3	-1	1
Clc1ccccc1-c1nn2c(-c3cc(-c4ccccc4)n[nH]3)nnc2s1
 : -5	6	2	-12	2	-30	.	.	15	-2
CCCCNCCCOc1cccc(Cl)c1Cl
 : -1	-4	3	-2	-3	7	3	7	4	-2
COc1cc([N+](=O)[O-])ccc1NC(=O)Nc1cnccn1
 : 0	-5	6	2	2	4	5	8	0	-8
Cc1ccc(-c2nnc(SCC(=O)Nc3cccc(C(=O)N4CCOCC4)c3)n2C)cc1
 : -4	0	7	-1	-1	-3	-1	-5	-7	-2
CCOc1ccc(Oc2ccc(Cl)cc2NC(=O)C2=COCCO2)cc1
 : -2	-7	-2	-7	-3	-4	-22	5	1	1
CCCN1C(=O)c2n[nH]c(C)c2C1c1ccc2c(c1)OCO2 (stereo unspecified)
 : 1	3	-3	2	0	-1	.	-5	0	-7

Full records as entered above. Order of values: PRMT1 FP inh	TDP2 absorb	NPR2 activator	SIAE primary	LEDGF integ inh	ABHD4 inh	HTRA1 inhibitor	TCR CD3 inh	rCAG RNA binder	MBD2 DNA inh
COc1ccc(CCN=C(N)NS(=O)(=O)c2cc(F)ccc2OC)cc1 across the screens: 1	5	5	0	-3	-1	1	-6	-2	-3
Clc1ccccc1-c1nn2c(-c3cc(-c4ccccc4)n[nH]3)nnc2s1 across the screens: -5	6	2	-12	2	-30	.	.	15	-2

Quoted from the listing.
rCAG RNA binder, CC(C)(C)OC(=O)NCCc1nnc(SCc2ccccc2)o1 stands at -8
TCR CD3 inh, CCc1nc(C)ccc1OCC(=O)NCCCN(C)C stands at 8
SIAE primary, Cc1ccc(S(=O)(=O)N2CCOCC2)cc1NC(=O)C(c1ccc(Cl)cc1)C(C)C (stereo unspecified) stands at 2
SIAE primary, O=C(CSc1nnc(CNc2cccc(Cl)c2)o1)OC1CCCCC1 stands at -1
